Screens as filed in PubChem BioAssay.
KCNQ1 pot – potentiates or activates the human KCNQ1 potassium channel; P51787; CHO-K1 KCNQ1, thallium flux FluxOR fluorescence; active compounds read high; B-score at 10 µM; actives 0.35% (n = 310,000); AID 2648;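 active = fluorescence ratio B-score, a plate-corrected score, at least three library SD, with initial intensity B-score within 5 SD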
Target sequence (P51787 whole entry, looked up): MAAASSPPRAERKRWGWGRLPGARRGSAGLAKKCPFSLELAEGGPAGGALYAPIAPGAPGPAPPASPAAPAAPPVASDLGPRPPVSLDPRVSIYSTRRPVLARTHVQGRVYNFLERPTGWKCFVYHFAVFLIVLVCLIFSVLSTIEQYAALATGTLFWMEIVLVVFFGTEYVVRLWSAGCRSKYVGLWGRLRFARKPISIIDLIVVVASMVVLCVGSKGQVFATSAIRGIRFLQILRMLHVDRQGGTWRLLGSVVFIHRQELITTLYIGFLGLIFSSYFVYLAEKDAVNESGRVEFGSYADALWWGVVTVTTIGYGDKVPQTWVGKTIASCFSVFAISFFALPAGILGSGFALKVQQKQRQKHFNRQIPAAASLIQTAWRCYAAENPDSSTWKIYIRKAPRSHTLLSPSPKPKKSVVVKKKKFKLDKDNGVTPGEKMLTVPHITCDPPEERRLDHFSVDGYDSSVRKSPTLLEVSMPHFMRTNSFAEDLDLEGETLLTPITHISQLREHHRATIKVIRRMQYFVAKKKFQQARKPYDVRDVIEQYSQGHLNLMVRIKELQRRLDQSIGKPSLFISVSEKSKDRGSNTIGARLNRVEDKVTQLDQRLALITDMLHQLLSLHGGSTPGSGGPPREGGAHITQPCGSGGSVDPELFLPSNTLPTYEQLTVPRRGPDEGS
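System: CHO-K1 cells stably expressing KCNQ1 / Medium: assay buffer for compound exposure, DMSO matched across wells / Reagent: thallium- and potassium-containing depolarizing buffer / Compound: one concentration, matched DMSO / Incubation: 20 min compound pretreatment at room temperature / Measured by: kinetic FluxOR fluorescence, 10 s baseline plus 110 s post-stimulus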
KCNK3 inh – human KCNK3 channel inhibition, primary screen; O14649; CHO-KCNK3 thallium flux, FluxOR fluorescence; active compounds read low; B-score at 10 µM; actives 0.84% (n = 340,000); AID 602410;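 active = B-score under library mean minus 4 SD, starting fluorescence ratio at most library mean plus 5 SD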;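 note: more negative B-score means stronger inhibition of thallium flux through KCNK3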
KCNK9 block – blocks the human KCNK9 two-pore domain potassium channel. HEK293 KCNK9, FluxOR thallium flux fluorescence; active compounds read low. Q9NPC2. B-score at 10 µM. actives 1.2% (n = 310,000);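 active = ratio B-score over 3 SD below the library mean, with starting fluorescence within 5 SD of its mean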;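 note: negative B-score means less thallium flux so channel inhibition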
Target sequence (Q9NPC2 whole entry, looked up, the tested form may be a part): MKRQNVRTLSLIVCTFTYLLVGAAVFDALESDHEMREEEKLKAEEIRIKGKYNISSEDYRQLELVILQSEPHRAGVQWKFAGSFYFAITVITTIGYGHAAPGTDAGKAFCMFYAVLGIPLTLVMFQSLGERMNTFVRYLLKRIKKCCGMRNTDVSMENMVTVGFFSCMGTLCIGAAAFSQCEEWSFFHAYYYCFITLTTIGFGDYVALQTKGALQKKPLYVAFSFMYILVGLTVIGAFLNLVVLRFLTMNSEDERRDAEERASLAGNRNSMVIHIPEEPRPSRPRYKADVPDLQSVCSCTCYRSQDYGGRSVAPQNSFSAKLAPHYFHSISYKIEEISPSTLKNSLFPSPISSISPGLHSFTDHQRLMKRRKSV
Dyrk1A ADPGlo – inhibitors of rat Dyrk1A kinase | ADP-Glo luminescence, NFATc1 peptide | Q63470 | inhibition, % at 12.5 µM | actives 0.43% (n = 310,000) | AID 504441; in the data active = inhibition above about 50%;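 note: plate controls were vehicle with enzyme for no effect and no enzyme for full effect; many of its hits are not listed in these tables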
TRPC4 act – TRPC4 (mouse) channel activation. Q9QUQ5. HEK293 TRPC4beta/mu-opioid, Fluo4 calcium fluorescence; active compounds read high. B-score at 10 µM. actives 0.49% (n = 310,000). AID 2237;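 active = B-score above 5 SD of library B-scores, and initial fluorescence ratio not above library mean plus 5 SD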;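 note: positive B-score marks a calcium rise read as TRPC4 activation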
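Test system: HEK293 cells stably co-expressing mouse TRPC4beta and mu-opioid receptor | Schedule: Fluo4 dye loading 45 min at room temperature, 110 s recording | Measured by: Kinetic Fluo4 calcium fluorescence, 5 s baseline at 1 Hz | Evaluation: B score of integrated ratio | Controls: Buffer (low) and maximal DAMGO (high)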
KCNQ1 inh – blocks the human KCNQ1 potassium channel | CHO-K1 KCNQ1, FluxOR thallium flux fluorescence; active compounds read high | P51787 | actives 1.3% (n = 310,000) | B-score at 10 µM;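 active = compounds whose thallium flux B-score, printed positive for inhibition, exceeds three library SD while starting fluorescence stays within three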;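 note: channel opened by potassium depolarization with thallium stimulus after 20 min compound exposure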
PolyA inh – inhibitors of polyadenylation in S. cerevisiae; S. cerevisiae SKY197-pL101 polyadenylation reporter, beta-gal luminescence; efflux-impaired pdr1/pdr3 knockout yeast; score 100 = 6 SD above DMSO; actives 0.02% (n = 300,000); AID 1875; calls only at 12 µM;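 active = lowest replicate activity score at least 50, where 100 means six control SD above control mean; inconclusive = lowest score under 50 but half or more replicates reach 50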;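 note: yeast exposed to compound for 9 h at 30 °C; higher score means more reporter readthrough which indicates perturbed polyadenylation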
hERG protect – compounds protecting human hERG from proarrhythmic drug block; CHO-hERG, FluxOR thallium flux, dofetilide IC70 present; activation (rescue from dofetilide block), less the hit threshold, % at 10 µM; actives 0.51% (n = 310,000); Q12809;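 active = activation above the mean of controls blocked by dofetilide plus 5 SD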;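 note: thallium influx through hERG after potassium depolarization seen as dye fluorescence rise; in these data hits start at about 4.7%; inactives centre near -7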
Platelet DG rel – platelet dense granule release activity. human platelet-rich plasma, SFLLRN dense granule ATP release, luminescence. inhibition, %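 (compounds screened at 7.5 µM in platelet-rich plasma)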. actives 0.22% (n = 300,000). AID 1663;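 active = mean replicate score, as percent of positive control, at or above 50; inconclusive = mean below 50 but at least one replicate at or above 50; inactive = mean and every replicate below 50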
TRPC4 potent – allosterically enhances the mouse TRPC4 cation channel; B-score at 10 µM; actives 0.42% (n = 310,000); HEK293 TRPC4beta/mu-opioid, DAMGO EC20, Fluo-4 Ca2+ flux; active compounds read high; Q9QUQ5;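 active = B-score of calcium response area above 5 SD of library B-scores, with initial fluorescence ratio within 5 SD of library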;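 note: B-score of integrated fluorescence ratio over time as area under calcium response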
TRPC4 block – blocks the mouse TRPC4 cation channel | Q9QUQ5 | HEK293 TRPC4beta/mu-opioid, DAMGO-evoked Fluo4 calcium flux; active compounds read low | actives 0.39% (n = 300,000) | B-score at 10 µM;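 active = B-score over 3 SD under the library average, no early fluorescence shift, positive overall ratio signal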
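Assay system: HEK293 cells with stable TRPC4beta plus mu-opioid receptor expression. Dosing: single dose. Measured by: Fluo4 Ca2+ flux fluorescence. Also added: DAMGO in two steps, submaximal then maximal. Read-out: B score from integrated Fluo4 fluorescence ratio.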
* marks the source's active call; other numbers are inactive results; i = inactive; ? = inconclusive; . = not tested or not shown. The list is partial; rates above refer to the full screens.

smiles	KCNK3 inh	KCNQ1 pot	Platelet DG rel	TRPC4 act	TRPC4 potent	KCNK9 block	PolyA inh	KCNQ1 inh	Dyrk1A ADPGlo	hERG protect	TRPC4 block
COc1cc(C2/C(=C(\O)c3ccc4c(c3)CC(C)O4)C(=O)C(=O)N2CCCn2ccnc2)ccc1O (stereo unspecified)	i	i	-21	i	i	i	i	i	-3	-4	i
CCCc1ccc(C#N)c(SC2CC(=O)N(c3ccc(OC)cc3)C2=O)n1 (stereo unspecified)	i	i	-1	i	i	i	i	i	-4	-7	i
Cc1cc(N=Cc2c(O)ccc3ccccc23)no1	i	i	14	i	i	i	i	i	4	-5	i
O=C(NCCCN1CCOCC1)C(=O)NCc1ccccc1	i	i	1	i	i	i	i	i	.	-11	i
Cc1cc(Oc2ccc(C)c(Cl)c2)nc(SCC(=O)c2ccccc2)n1	i	i	1	i	i	-7.2*	i	i	-6	-2	i
COc1ccccc1/C=C(\C#N)C(=O)c1cccn1C	i	i	-6	i	i	i	i	i	4	-7	i
Cc1cc(=O)oc2cc(NC(=S)NCc3ccccn3)ccc12	i	i	0	i	i	i	i	i	0	-17	-6*
CCC(C)NC(=O)C(Cc1ccccc1)NS(=O)(=O)c1cccc2nsnc12 (stereo unspecified)	i	i	1	i	i	i	i	i	-5	-2	i
CCOCCc1nnc(N)s1	i	i	-7	i	i	i	i	i	2	-8	i
COCCN(C(=O)COC(=O)C1CCC(C(C)(C)C)CC1)c1c(N)n(Cc2ccccc2)c(=O)[nH]c1=O (stereo unspecified)	i	i	-3	i	i	i	i	i	.	-7	i
O=C(CSc1nnnn1C1CCCCC1)NCc1cccc(C(=O)O)c1	i	i	-7	i	i	i	i	i	8	0	i
COc1cc(C(=O)NCCN2C(=O)S/C(=C\c3cccs3)C2=O)cc(OC)c1OC	i	i	-3	i	i	i	i	i	-9	-18	i
CCOC(=O)c1c(C)oc2cc(Br)c(OC(=O)N3CCOCC3)cc12	i	i	?	i	i	i	i	i	1	-10	i
COc1cccc(NC(=O)N2CCCC2C(=O)NCc2ccco2)c1 (stereo unspecified)	i	i	0	i	i	i	i	i	3	-3	i
CC(=O)Nc1ccc(S(=O)(=O)NCCC(=O)NNC(=O)c2ccncc2)cc1	i	i	0	i	i	i	i	i	7	-5	i
Cc1ccnc(N2C(=O)c3ccc([N+](=O)[O-])cc3C2=O)c1	i	i	1	i	i	i	i	i	1	-3	i
O=C1Nc2ccccc2O/C1=C\c1ccccc1Br	i	i	-5	i	i	i	i	i	3	-4	i
O=C(CSc1nnc(-c2ccco2)n1Cc1ccco1)NCc1ccccc1	i	i	-4	i	i	i	i	i	7	-12	i
CC(=O)N1c2ccc(S(=O)(=O)NCC3CCC(C(=O)Nc4cccc(C)n4)CC3)cc2CC1C (stereo unspecified)	i	i	-2	i	i	i	i	i	-1	-7	i
COC(C[C@H]1O[C@H]1[C@H](O)COCc1ccccc1)OC	i	i	1	i	i	i	i	i	2	-5	i
CC(C)(C)n1nnnc1C(c1ccncc1)N1CCN(C2CCCCC2)CC1 (stereo unspecified)	i	i	2	i	i	i	i	i	-8	-10	i
COc1ccc(NC(=O)Nc2ccccc2C(=O)N2CCCC2)cc1	i	i	4	i	i	i	i	i	-2	-5	i
O=C(NCCCN1CCCC1)Nc1ccccc1[N+](=O)[O-]	i	i	-3	i	i	i	i	i	-1	-6	i
COc1ccc2ccccc2c1-c1sc(Nc2ccccc2)n[n+]1-c1ccc(F)cc1	i	i	-1	i	i	-7.4*	i	7*	0	-27	i
Cc1ccc(-n2c(Cc3ccccc3)nnc2SCC(=O)NNC(=O)Cc2ccccc2)cc1	i	i	3	i	i	i	i	i	1	-15	i
NC(=O)CN1CCN(c2cccc(Cl)c2)CC1	i	i	5	i	i	i	i	i	0	-11	i
CCOC(=O)N1N=C(c2ccc(C)cc2)CC1(O)C(F)(F)F (stereo unspecified)	i	i	1	i	i	i	i	i	5	-2	i
CCOc1ccc(-n2cccc2C=O)cc1	i	i	-7	i	i	i	i	i	-2	-2	i
CC(=O)c1cccc(NS(=O)(=O)c2ccc(-c3cc(C)no3)s2)c1	i	i	4	i	i	i	i	i	0	-7	i
COc1ccc(S(=O)(=O)N2CCC(C(=O)NCC3CCCO3)CC2)cc1C (stereo unspecified)	i	i	3	i	i	i	i	i	-6	-1	i
COC(=O)c1ccc(CN(c2ccccn2)S(=O)(=O)c2ccccc2)cc1	i	i	-2	i	i	i	i	i	-2	-12	i
CCN(CC)CC(C)CNC(=O)CN1C(=O)CSc2ccc(S(=O)(=O)N3CCOCC3)cc21 (stereo unspecified)	i	i	-2	i	i	i	i	i	-4	-6	i
CCOc1ccc(NC(=O)Cc2ccc(S(=O)(=O)N3CCOCC3)s2)cc1OCC	i	i	7	i	i	i	i	i	-6	-7	i
Cc1cccc(S(=O)(=O)c2c(N)n(/N=C/c3ccccc3)c3nc4ccccc4nc23)c1	i	i	-3	i	i	i	i	i	-3	-14	i
CCn1ncc(-c2csc(N)n2)c1C	i	i	13	i	i	i	i	i	4	0	i
CCC(C)NC(=O)CNC(=S)N(Cc1ccccc1F)C1CCCCC1 (stereo unspecified)	i	i	9	i	i	i	i	i	.	-12	i
CC(C)Cc1csc(NC(=O)c2ccc(F)cc2)c1C(=O)O	i	i	9	i	i	i	i	i	0	-14	i
COc1ccc(S(=O)(=O)N2CCOC2CNC(=O)C(=O)NCc2ccncc2)cc1C (stereo unspecified)	i	i	-1	i	i	i	i	i	-13	-10	i
COC(c1ccccc1)c1nnc(CCC(=O)N(C)CCCC2CCCC2)o1 (stereo unspecified)	i	i	3	i	i	i	i	i	-2	-5	i
CCOc1cc2nc3c4ccccc4n(C)c3nc2cc1OCC	i	i	-6	i	i	i	i	i	3	-5	i
N=C(N)SCc1cn(-c2ccccc2)nc1-c1ccc(Br)cc1	-14*	i	12	71*	i	i	i	11*	8	-27	i
CC(C)CN1C(=O)NC2(CCCc3ccccc32)C1=O (stereo unspecified)	i	i	-10	i	i	i	i	i	-4	-5	i
Cc1ccc(NC(=O)CCNS(=O)(=O)c2ccc3c(c2)CCC(=O)N3)cc1	i	i	10	i	i	i	i	i	-4	-7	i
CCN(CC)S(=O)(=O)c1cccc(C(=O)N/N=C/c2ccccn2)c1	i	i	-1	i	i	i	i	i	0	-11	i
CCN1C(=O)[C@H]2[C@@H](c3ccc(OC)cc3)N3C(=O)CN(Cc4ccccc4)C(=O)[C@@]3(C)[C@H]2C1=O	i	i	0	i	i	i	i	i	6	-4	i
Cc1cc(C(=O)N2CCCC(N3CCN(c4ccc(F)cc4)CC3)C2)no1 (stereo unspecified)	i	i	7	i	i	i	i	i	-1	-4	i
CCCN1CCC(NC(=O)c2cccc(Oc3ccccc3)c2)CC1	i	i	10	i	i	i	i	i	-3	-2	i
O=C(COC(=O)CCN=C1NS(=O)(=O)c2ccccc21)NNC(=O)c1ccccc1	i	i	5	i	i	i	i	i	9	-10	i
Nc1nnnn1/N=C/c1cc(Br)ccc1O	i	i	0	i	i	i	i	i	.	-11	i
CCNC(=S)Nc1ccc(Oc2ccccc2)cc1	i	i	4	i	i	i	i	i	7	-8	i
Cc1ccc2nc(-c3cccnc3)cc(C(=O)Nc3ccccc3[N+](=O)[O-])c2c1	i	i	-5	i	i	i	i	i	5	-4	i
O=C(CCl)N1c2ccccc2CCc2ccccc21	i	i	1	i	i	i	i	i	4	-10	i
CCc1ccc(NC(=O)CSc2nc3n[nH]c(C)c3c(=N)n2-c2cccc(OC)c2)cc1	i	i	-8	i	i	i	i	i	1	-20	i
COc1ccc(-c2nn(-c3ccccc3C)cc2CNCc2cccnc2)cc1F	i	i	-4	178*	i	i	i	i	.	-5	i
O=C1C=CC(=O)N1c1ccc(N2CCCCC2)cc1	i	i	18	i	i	i	.	i	-6	-20	i
Cn1cc(S(=O)(=O)N2CCCC2)cc1C(=O)NCc1ccccc1Cl	i	i	27	i	i	i	i	i	1	-9	i
O=S(=O)(Nc1ccc(O)c(CN2CCCCC2)c1)c1ccccc1	i	i	18	i	i	i	i	i	-2	-11	i
O=C1NCCN1C(=O)N(c1ccccc1)c1ccccc1	i	i	0	i	i	i	i	i	-13	-6	i
COc1ccccc1NC(=O)CSc1nnc(-c2ccco2)o1	i	i	19	i	i	i	i	i	6	-10	i
O=C(Nc1ccccc1N1CCCCC1)c1cccc(Cl)c1	i	i	4	i	i	i	i	i	-2	-5	i

Another view of part of the listing above:
Values run as follows: KCNK3 inh	KCNQ1 pot	Platelet DG rel	TRPC4 act	TRPC4 potent	KCNK9 block	PolyA inh	KCNQ1 inh	Dyrk1A ADPGlo	hERG protect	TRPC4 block
CCC(C)NC(=O)CNC(=S)N(Cc1ccccc1F)C1CCCCC1 (stereo unspecified)
    i	i	9	i	i	i	i	i	.	-12	i
O=C1C=CC(=O)N1c1ccc(N2CCCCC2)cc1
    i	i	18	i	i	i	.	i	-6	-20	i
CCn1ncc(-c2csc(N)n2)c1C
    i	i	13	i	i	i	i	i	4	0	i
CC(C)Cc1csc(NC(=O)c2ccc(F)cc2)c1C(=O)O
    i	i	9	i	i	i	i	i	0	-14	i
O=C(COC(=O)CCN=C1NS(=O)(=O)c2ccccc21)NNC(=O)c1ccccc1
    i	i	5	i	i	i	i	i	9	-10	i
